mcGAS lum: blocks mouse cGAS activity. AID 1259399. recombinant cGAS, Kinase-Glo ATP depletion luminescence. inhibition, % at 12.5 µM. Q8C6L5. hit rate 0.15% among 160,000;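 note: 0% = negative control wells and 100% = reference inhibitor with no enzyme activity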
NPYLR7 agonist: activates Aedes aegypti NPYLR7 receptor; HEK293T NPYLR7/Galpha15, GCaMP6s calcium fluorescence; activation, % at 10 µM; hit rate 0.15% among 270,000; AID 1259423; in the data active = activation above about 40%;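 note: 0% = vehicle and 100% = reference agonist at the receptor; some compounds past the cut are filed as inactive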
hcGAS lum: human cGAS inhibition | Q8N884 | recombinant h-cGAS, ATP depletion, Kinase-Glo luminescence | inhibition, % at 12.5 µM | hit rate 0.081% among 290,000 | AID 1259398;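 note: 0% = vehicle reaction and 100% = reaction without DNA for no activity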
Target sequence (Q8N884 whole entry, looked up): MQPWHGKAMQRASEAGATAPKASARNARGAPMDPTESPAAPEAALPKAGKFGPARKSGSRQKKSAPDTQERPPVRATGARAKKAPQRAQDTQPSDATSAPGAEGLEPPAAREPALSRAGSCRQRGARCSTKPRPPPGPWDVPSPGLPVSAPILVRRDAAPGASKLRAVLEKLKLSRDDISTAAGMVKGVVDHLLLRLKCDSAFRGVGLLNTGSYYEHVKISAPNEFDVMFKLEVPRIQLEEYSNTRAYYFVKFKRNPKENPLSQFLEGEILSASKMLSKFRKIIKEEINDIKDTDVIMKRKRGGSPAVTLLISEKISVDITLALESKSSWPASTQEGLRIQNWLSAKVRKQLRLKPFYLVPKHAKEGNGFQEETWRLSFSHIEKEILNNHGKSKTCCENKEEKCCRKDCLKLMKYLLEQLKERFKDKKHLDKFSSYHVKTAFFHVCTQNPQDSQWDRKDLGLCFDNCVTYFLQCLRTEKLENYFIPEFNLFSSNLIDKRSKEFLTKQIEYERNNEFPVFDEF
Numbers without * were called inactive; x = no result given; & = joins results of further samples. Cut-off read from the data, not from the text of the source, unless noted: active = inhibition above about 40%; inactive = the rest.

mol,mcGAS lum,NPYLR7 agonist,hcGAS lum
CC1CCCCN1CCCNc1ccc(S(=O)(=O)N2CCN(C)CC2)cc1[N+](=O)[O-] (stereo not given),-5,0,-7
O=C(Nc1c(C(=O)N2CCOCC2)oc2ccccc12)c1cccc(F)c1,x,16,-5
COc1cccc(-n2nnc3c(N4CCN(C(=O)CC5CCCC5)CC4)ncnc32)c1,-7,-9,-6
COc1ccc2c(c1)C1(SCCN1C(=O)c1ccco1)C(=O)N2Cc1ccc(F)c(F)c1 (stereo not given),-7,9,1
O=C(OCC(=O)N(C1CCCCC1)C1CCCCC1)c1ccc(Br)o1,x,1,-7
N#Cc1ccccc1N=Nc1c(-c2ccc([N+](=O)[O-])cc2)[nH]n(-c2ccccc2)c1=O,-8,-4,-17
C=c1occc1=C1NN=C(SCC(=O)c2c(N)n(C3CC3)c(=O)[nH]c2=O)O1,x,6,-8
COCCN(Cc1nccs1)C(=O)c1ccccc1C1CCNC1 (stereo not given),x,-4,-4
Cc1ccc(C(=O)NCCc2nnc3ccc(SCC(=O)c4ccccc4)nn23)cc1,-8,11,-6
CCc1nc(-c2c(-c3ccccc3)ncn2CCn2cc(C)nn2)c(C)[nH]1,-12,-1,0
O=C(c1cccc(Cl)c1)N1CCSC12C(=O)N(Cc1ccccc1Cl)c1ccccc12 (stereo not given),0,-7,-1
Cc1cccc2sc(N(Cc3cccnc3)C(=O)c3cccs3)nc12,-8,-5,-6
CCC1c2ccsc2CCN1Cc1ccc2c(c1)OCCO2 (stereo not given),x,4,-7
O=C(NCc1sccc1Br)N1CCCC1c1ccncc1 (stereo not given),x,3,-8
COc1ccc(-c2cc3c(=O)n(Cc4nc(-c5ccc(Cl)cc5)oc4C)ccn3n2)cc1,-9,4,-6
COC(=O)C1=C(C)N=c2s/c(=C\c3cc(Br)ccc3OC(C)=O)c(=O)n2C1c1ccc(OC)cc1 (stereo not given),5,-5,3
COc1ccccc1C(=O)N1CCN(c2nccc(-c3cc(OC)c(OC)c(OC)c3)n2)CC1,-5,4,-3
O=Cc1c(-c2cccs2)nc2c3ccccc3ccn12,-7,-8,-1
COc1cn(CC(=O)Nc2cc(C)ccc2C)c(CN2CCN(C(C)=O)CC2)cc1=O,-8,2,-8
COCCCN(Cc1c(-c2ccccc2)noc1N1CCCCC1C)C(=O)Nc1ccc(C)cc1 (stereo not given),-7,x,0
Cc1ccc(CN2C(=O)C(C)ON=C2c2cccs2)cc1 (stereo not given),x,5,2
CCOc1ccc(C(O)=C2C(=O)C(=O)N(c3nccs3)C2c2cccc([N+](=O)[O-])c2)cc1 (stereo not given),-6,15,-3
CCOC(=O)CN([C@H]1C[C@H]2CCOC[C@H]2C1)S(C)(=O)=O,-10,0,-3
CCOc1nc(OCC)nc(N2CCC(C)CC2)n1,1,11,4
CCOC(=O)c1c(NC(=O)COc2ccc(Cl)cc2)sc(C(=O)Nc2ccccc2C)c1C,x,-8,-6
CCN(CCN(C)C)C(=O)c1ccc2nc(C)c(N(C)Cc3ccc(NC(C)=O)cc3)n2c1,-3,8,-2
C=c1cc(C)n(CC(=O)Nc2c(C)cc(C)cc2C)c(=O)c1=C1N=C(c2ccc(OC)cc2)NO1,-9,0,-6
Cc1cc(CNCc2c(C(=O)N3CCCCCCC3)nc3ccc(Cl)cn23)nn1C,-4,19&10,-7&-2
COCCNC(=O)Cn1nc2c(c1NC(=O)c1cc(-c3ccccc3)on1)CSC2,10,-3,3
CC(C)Cc1c(O)nc(SCCN(C)C)[nH]c1=O,-3,14,-9

In another format: 5 of the compounds above.
Values in the order: mcGAS lum | NPYLR7 agonist | hcGAS lum
COc1ccccc1C(=O)N1CCN(c2nccc(-c3cc(OC)c(OC)c(OC)c3)n2)CC1
→ -5 | 4 | -3
O=Cc1c(-c2cccs2)nc2c3ccccc3ccn12
→ -7 | -8 | -1
COc1cn(CC(=O)Nc2cc(C)ccc2C)c(CN2CCN(C(C)=O)CC2)cc1=O
→ -8 | 2 | -8
COCCCN(Cc1c(-c2ccccc2)noc1N1CCCCC1C)C(=O)Nc1ccc(C)cc1 (stereo not given)
→ -7 | x | 0
Cc1ccc(CN2C(=O)C(C)ON=C2c2cccs2)cc1 (stereo not given)
→ x | 5 | 2

Following part:
mol,mcGAS lum,NPYLR7 agonist,hcGAS lum
Clc1ccc(Oc2cc(N3CCC(Cc4ccccc4)CC3)ncn2)cc1,-7,-4,0
CCOc1ccccc1C(=O)N1CCCC(c2ccn[nH]2)C1 (stereo not given),x,-19,1
COc1cc(S(=O)(=O)NCc2ccco2)c(OC)cc1C,-6,6,-5
CC1CN(C(=O)CCN2CCc3sccc3C2c2ccccc2)CCN1C(=O)Cc1ccc(F)cc1 (stereo not given),-5,9,-4
CC(C)c1ncc(S(=O)(=O)Nc2ccc3oc(C4CC4)nc3c2)[nH]1,x,0,-1
Cc1ccc2c(c1)CCCN2C(=O)CN(CCO)Cc1nccs1,-10,-6,3
CC1CN(Cc2nc3c(c(=O)[nH]c(=O)n3C)n2Cc2c(F)cccc2Cl)CC(C)O1 (stereo not given),x,15,-9
CCOC(=O)c1ccc(NC(=O)c2cccn(OCc3ccccc3F)c2=O)cc1,-2,-3,2
COc1ccc2sc(N(Cc3ccccn3)C(=O)c3cc(C)n(C)n3)nc2c1,x,5,-6
O=C(OCc1ccccc1)[C@@H]1CCCN1C(=O)c1ccc2nc(-c3ccccc3)c(-c3ccccc3)nc2c1,-5,-8,-3
Cc1nc2nc(N)nn2c(C)c1CCC(=O)NC(C)c1ccccc1Br (stereo not given),-2,2,2
CC(=O)c1ccc(OCC(=O)Nc2nc3c(s2)CCCC3)cc1,x,12,-9
CCOC(=O)C1=C(C)NC(=S)NC1c1ccc(OC)cc1 (stereo not given),-5,-6,-6
CC(C)Cn1nc(C(=O)NC2CCCC2)c2c1CCN(C(=O)c1cccc(N3CCCC3=O)c1)C2,-6,15,-1
COc1ccccc1N=c1oc2c(OC)cccc2cc1C(N)=O,-1,-2,5
C=CCNC(=O)CN1CCc2ccc(S(=O)(=O)NCC)cc21,x,0,-5
CCCCN(CC(=O)N(Cc1ccccc1)Cc1cccn1Cc1cccc(OC)c1)C(=O)c1ccc(C(F)(F)F)cc1,-5,-3,-6
O=C(CC1CSc2nc3c(cnn3-c3cccc(Cl)c3)c(=O)n21)Nc1nccs1 (stereo not given),-7,0,-11
COc1ccc(OC)c(C(=O)CSc2nnc(C)n2-c2ccccc2C)c1,-2,16,-4
Cc1nc(Nc2ccc(NC(=O)c3ccc4c(c3)OCO4)cc2)cc(-n2cccn2)n1,-7,-8,-4
CC12CC3CC(C)(C1)CC(C(=O)O)(C3)C2,x,-8,3
Cc1nc(C)c2c(n1)OC(CN1CCc3onc(-c4ccccc4)c3C1)C2 (stereo not given),x,9,-2
Cc1cccc(-c2nc3cc(C)cc(C)n3c2Nc2c(C)cccc2C)c1,-5,3,-5
COc1cccc(-c2ccc(NC(=O)C3CCCN(Cc4cccc(O)c4)C3)cc2)c1 (stereo not given),x,5&4,-10&-1
CO/N=C(/C(=O)N1CCC(O)(c2ccccc2)CC1)c1csc(NC=O)n1,x,-6,-3
CCc1[nH]n(-c2cccc(Cl)c2)c(=O)c1C1=C([n+]2ccccc2)C(=O)N(c2ccccc2)C1=O,-8,11,-12
C=c1ccccc1=C1NN=C(SCC(=O)c2c(C)[nH]c3ccccc23)O1,-6,15,-15
Cc1cc(CN2CCC(c3nnc(CN(C)C)n3C3CC3)CC2)on1,-1,x,1
COCC(=O)N(Cc1ccccc1)c1ccc(CC(=O)N(C)C2CCCCC2)cc1,x,6,-9
CCOC(=O)C1CCN(C(=O)COC(=O)c2cc3ccccc3o2)CC1,x,13,-11
O=C(Nc1ccc2c(c1)CN(C(=O)/C=C/c1cccs1)CC2)c1ccccn1,-3,4&0,-9&3
O=C(NS(=O)(=O)c1ccc2c(c1)OCCCO2)c1ccc(F)cc1,x,5,-2
COc1cccc(-c2noc(CCN(CC(C)C)CC(O)CN3CCOCC3)n2)c1 (stereo not given),-3,14,-3
Cc1nn(C)c(C)c1C(=O)Nc1ccc(C(C)(C)C)cc1,x,3,-6
COC(=O)c1ccc(NC(=O)COC(=O)CC(C)n2cccc2)cc1 (stereo not given),x,7,4
CN1/C(=C(/CCC#N)N=C(C#N)C#N)C(C)(C)c2ccccc21,x,12,-6
O=C(c1c(F)cccc1F)N1CCN(c2nc3nccc(-c4cccnc4)n3n2)CC1,-7,6,-5
C=C(C)CN=c1scc(-c2ccc(OC)cc2OC)n1N=C(C)c1ccc(OC)cc1,-6,7,-7
O=C(/C=C/c1ccc(F)c(F)c1)NCC1CCC2(CCN(C(=O)Cc3ccccc3)CC2)O1 (stereo not given),-12,19,-11
OC(c1cccs1)c1nccc2ccccc12 (stereo not given),0,7,-2
Cc1oc(-c2cccc(C(F)(F)F)c2)nc1CN1CCCCC1c1ccccn1 (stereo not given),-2,5,6
CC(=O)OCC[C@H](C)CCC=C(C)C,x,-8,-1
COc1ccc2c(c1)CCc1c(-c3ccc(C(=O)N[C@@H]4CCCc5ccccc54)cc3)n[nH]c1-2,2,9,5
Cc1cc(NC(=O)CCC(=O)N2CCSc3ccccc32)n(C)n1,x,1,-10
COc1ccc(SCc2csc(-c3ccc(Cl)cc3)n2)cc1OC,-5,26,-5
CCNC(=O)C(C)NC(=O)c1cc(F)cc(F)c1 (stereo not given),-6,4,-6
COc1ccc(OCc2nc(C(=O)N3CC(N4CCCCC4C)C3)co2)cc1 (stereo not given),-11,x,-6
Cc1nc2ncc3c(=O)n(-c4ccc(F)c(Cl)c4)ccc3n2n1,x,1,-7
c1ccn(-c2ccc(-c3noc(-c4ccc5c(c4)OCO5)n3)cc2)c1,x,1,0
O=C1Nc2ccc(Br)cc2/C1=c1/sc2n(c1=O)CCN=2,x,-7,-3
CCc1cccc(OCCCN(C)C(=O)c2ncccc2O)c1,-17,3,-7
O=C(CSc1nnc(-c2ccccc2)n1-c1ccccc1)N/N=C\c1ccncc1,x,-3,1
COc1ccc(CCn2nc(C(=O)N(C)C)c3c2CCN(C(=O)c2cc(-c4ccccc4)n[nH]2)C3)cc1,-18,9,-7
Cc1ccc(-n2ncc(Oc3ccc4c(c3)OCO4)c(Nc3cccc(C(=O)N4CCOCC4)c3)c2=O)cc1,-6,8,-7
Cc1nc2oc3ccccc3c(=O)c2c(=O)n1Cc1ccccc1,x,2,-6
CCC(C)C(NC(=O)Nc1ccc(OC)cc1OC)C(=O)Nc1nnc(-c2cccc(OC)c2)s1 (stereo not given),-4,25,-4
Cc1ccc2[nH]c(C(=O)O)c(CN3CCC(O)(c4ccccc4C)C3)c2c1 (stereo not given),x,16,-4
CCCCOc1ccc(C2=N/C(=C\C=C\c3ccccc3)C(=O)O2)cc1,-6,3,-3
OCC1CN(C2CCC2)CC12CCN(Cc1cc(F)c(F)c(F)c1)CC2 (stereo not given),-7,x,-19
O=C(c1ccc2c(c1)OCO2)N1CCC(CO)(CCOc2ccccc2)CC1,x,8,-5

More structures:
mol,mcGAS lum,NPYLR7 agonist,hcGAS lum
COc1ccc(CCOC(=O)[C@@H]2CCCN2C(=O)[C@H](Cc2ccccc2)NS(=O)(=O)c2ccc(C)cc2)cc1OC,-5,2,-7
Cc1ccc(CN(C)Cc2ccc(C(=O)Nc3ccccc3)cc2)o1,x,16,-6
Cc1ccsc1CN(Cc1ccc(F)cc1)C(=O)CN(CC1CCCO1)C(=O)Nc1ccc(Br)cc1 (stereo not given),0,-3,3
CC1(C2CCN(c3cc(-n4ccnc4)ncn3)CC2)OCCO1,x,3,-10
CS(=O)(=O)N1CCC(C(=O)NCCn2ncc3c(N4CCCCC4)ncnc32)CC1,-9,-1,-14
C=CCN(C(=O)Cc1ccccc1Cl)C1CCc2ccccc21 (stereo not given),x,5,-5
Cc1cc(C)n2c(NC(C)(C)C)c(-c3ccc4c(c3)OCO4)nc2c1,-9,18,-10
CC1CCN(Cc2csc(NC(=O)Cc3ccc(F)cc3)n2)CC1,x,4,-13
CC(C)(C)c1ccc(NC(=O)N[C@H]2CO[C@H]3[C@@H]2OC[C@H]3O)cc1,-7,-7,-6
O=C(/C=C/c1ccc(OC(F)(F)F)cc1)N1CCN(Cc2cc(=O)c(OCc3cccc(F)c3)co2)CC1,-4,18,-4
CCc1cnc(C)nc1N1CCC(N(CC)C(C)=O)C1 (stereo not given),x,16,6
COc1cccc(NC(=O)N(Cc2ccc(OC)c(OS(C)(=O)=O)c2)C(C)C)c1,-4,-6,-4
Cc1cccc(Cn2c(=O)c(C(=O)NC(C)c3ccccc3)nn(-c3ccccc3F)c2=O)c1 (stereo not given),-5,13,-6
CNS(=O)(=O)CCNC(=O)c1ccccc1Cc1ccc(Cl)cc1,-17,6,-5
CCCOC1CCCN(C(=O)c2cc(COc3ccccc3OC)on2)C1 (stereo not given),x,4,-6
Cc1cc(C)n(C(=O)Cn2cc([N+](=O)[O-])cn2)n1,x,0,-4
O=S(=O)(NC1CCc2ccccc21)c1cccc2nsnc12 (stereo not given),x,-3,-15
CC(=O)Oc1cc2oc3cc(C(C)(C)C)ccc3[nH]c2c2c(=O)c3ccccc3c(=O)c12,-9,6,-1
COc1ccc(CC(=O)N(Cc2nc3cc(Cl)ccc3o2)C2CCCC2)cc1OC,-5,5,-4

Screens deposited in PubChem BioAssay by Fisher Drug Discovery Resource Center.
